pPAFAH inh – pPAFAH enzyme inhibitors, primary screen, biochemical, fluorescence polarization, human | 330,000 tested, 1.5% active | recombinant pPAFAH, FP-rhodamine probe fluorescence polarization | inhibition, % at 3.39 µM;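 active means inhibition above the mean inhibition across the screen plus 3 SD, cut at about 25% in these data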;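 further: inhibitors block binding of the rhodamine activity-based probe so polarization drops; 0% = enzyme with DMSO and 100% = wells lacking pPAFAH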
PAFAH1B3 inh – PAFAH1B3 enzyme inhibitors, primary screen, biochemical, fluorescence polarization, human; Platelet-activating factor acetylhydrolase IB subunit alpha1 (Homo sapiens), Q15102; recombinant PAFAH1B3, FP-rhodamine probe; inhibition, % at 3.39 µM; 340,000 tested, 0.28% active; AID 492972, 2010;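 active means inhibition above the screen-wide average of all tested compounds plus 3 SD, cut at about 25% in these data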;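 further: 0% = enzyme with DMSO only and 100% = wells lacking PAFAH1B3 protein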
ZTA counter – ZTA (EBV) inhibition in EBNA-1 counter-screen. P03206. inhibition, % at 11 µM. AID 2234. ZTA-DNA binding, fluorescence polarization. 320,000 tested, 0.15% active; in the data active means inhibition above about 33%
EBNA-1 inhibitor – EBNA-1 DNA-binding inhibitors, primary screen, biochemical, fluorescence polarization; inhibition, % at 14.8 µM; 300,000 tested, 0.34% active; in the data active means inhibition above about 28%
LYPLA1 inh – LYPLA1 inhibitors, primary screen, counter-screen for PME1 inhibitor project, biochemical, fluorescence polarization, FP-Rh probe ABPP | 320,000 tested, 0.16% active | inhibition, % at 5.9 µM | AID 2174, 2009 | recombinant LYPLA1 | Acyl-protein thioesterase 1 (Homo sapiens), O75608;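 active means inhibition above the mean of all tested compounds plus 3 SD, set per campaign, cut at about 14% in these data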;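 further: inhibitors block serine hydrolase probe labeling of LYPLA1 so polarization falls; 0% = enzyme with DMSO and 100% = wells lacking LYPLA1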
LYPLA2 inh – LYPLA2 inhibitors, primary screen, counter-screen for PME1 inhibitor project, biochemical, fluorescence polarization, FP-Rh probe ABPP | recombinant LYPLA2 | 320,000 tested, 0.38% active | inhibition, % at 5.9 µM | Acyl-protein thioesterase 2 (Homo sapiens), O95372 | AID 2177, 2009;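 active means inhibition above the screen-wide mean plus 3 SD, limit set per campaign, cut at about 26% in these data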;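 further: 0% = LYPLA2 with DMSO and 100% = wells lacking LYPLA2 enzyme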
PREPL inh – PREPL enzyme inhibitors, primary screen, biochemical, fluorescence polarization; Prolyl endopeptidase-like (Homo sapiens), Q4J6C6; recombinant PREPL, fluorescence polarization activity-based probe; inhibition, % at 5.96 µM; 320,000 tested, 0.68% active; AID 2751, 2010; in the data active means inhibition above about 43%;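 further: 0% = enzyme with DMSO and 100% = wells lacking enzyme; many of its hits are not listed in these tables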
Target sequence (Q4J6C6 whole entry, looked up): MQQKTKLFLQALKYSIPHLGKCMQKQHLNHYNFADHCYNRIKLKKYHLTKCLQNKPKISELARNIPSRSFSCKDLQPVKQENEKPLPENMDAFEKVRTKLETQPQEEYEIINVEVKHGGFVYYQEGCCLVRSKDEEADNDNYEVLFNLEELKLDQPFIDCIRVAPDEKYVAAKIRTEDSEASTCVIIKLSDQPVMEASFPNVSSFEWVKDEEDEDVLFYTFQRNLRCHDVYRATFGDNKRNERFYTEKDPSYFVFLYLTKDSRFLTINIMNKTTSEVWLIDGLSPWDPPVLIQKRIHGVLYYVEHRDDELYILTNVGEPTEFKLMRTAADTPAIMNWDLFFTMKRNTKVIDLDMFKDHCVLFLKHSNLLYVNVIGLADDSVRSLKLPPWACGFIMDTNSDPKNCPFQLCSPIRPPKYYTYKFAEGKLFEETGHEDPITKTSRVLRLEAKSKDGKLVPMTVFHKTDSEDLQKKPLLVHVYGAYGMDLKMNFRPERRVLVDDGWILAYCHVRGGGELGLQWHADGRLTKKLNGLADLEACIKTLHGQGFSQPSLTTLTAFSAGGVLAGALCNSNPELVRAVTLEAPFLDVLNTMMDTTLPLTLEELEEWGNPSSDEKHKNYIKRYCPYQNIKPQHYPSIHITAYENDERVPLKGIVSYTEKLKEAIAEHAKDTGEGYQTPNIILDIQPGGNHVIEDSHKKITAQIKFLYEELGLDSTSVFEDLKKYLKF
PAFAH1B2 inh – PAFAH1B2 enzyme inhibitors, primary screen, biochemical, fluorescence polarization, human | Platelet-activating factor acetylhydrolase IB subunit alpha2 (Homo sapiens), P68402 | recombinant PAFAH1B2, FP-rhodamine activity probe | inhibition, % at 3.39 µM | 340,000 tested, 1.2% active | AID 492953, 2010;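 active means inhibition above the mean of all tested compounds plus 3 SD, cut at about 24% in these data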;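 further: 0% = enzyme with DMSO and 100% = wells lacking PAFAH1B2; many of its hits are not listed in these tables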
Target sequence (P68402 whole entry, looked up): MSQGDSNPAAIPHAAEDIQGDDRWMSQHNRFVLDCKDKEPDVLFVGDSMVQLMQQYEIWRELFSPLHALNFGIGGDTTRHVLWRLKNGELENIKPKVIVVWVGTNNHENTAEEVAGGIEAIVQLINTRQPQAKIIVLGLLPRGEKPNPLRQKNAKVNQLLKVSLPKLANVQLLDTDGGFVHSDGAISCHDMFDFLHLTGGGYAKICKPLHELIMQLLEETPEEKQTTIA
PAFAH2 FP inh – PAFAH2 enzyme inhibitors, primary screen, biochemical, fluorescence polarization, human; 340,000 tested, 0.99% active; AID 492956, 2010; recombinant PAFAH2, FP-rhodamine activity probe; inhibition, % at 3.39 µM;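 active means inhibition above the mean over all tested compounds plus 3 SD, cut at about 30% in these data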;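 further: inhibitors block probe labeling of enzyme so polarization drops; 0% = enzyme with DMSO and 100% = wells lacking PAFAH2 protein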
An asterisk follows results filed as active; / = no result given.

cpd	canonical_smiles	pPAFAH inh	PAFAH1B3 inh	ZTA counter	EBNA-1 inhibitor	LYPLA1 inh
1	O=C(Nc1cccc(-c2nn[nH]n2)c1)c1cccs1	-4	8	-4	-3	-1
2	O=C(CSc1ncn[nH]1)NCc1ccc2c(c1)OCO2	1	-2	-11	-7	-4
3	O=C(COC(=O)CSc1ccc(F)cc1)NCc1ccco1	19	-1	-1	/	5
4	CC12CC(O)C3c4ccc(O)cc4CCC3C1CCC2=O (stereo unspecified)	1	1	-15	6	-2
5	COc1ccc(OCC(=O)Nc2ccc3oc(-c4ccncc4)nc3c2)cc1	-1	-7	-9	-1	7
6	Cc1ccc(Oc2ccc(NC(=O)CCC(=O)OCC(=O)c3cccs3)cc2)cc1C	7	6	-6	0	-2
7	CCOc1cc(/C=N/Nc2ccccc2Cl)ccc1OCC(=O)O	17	5	13	1	-2
8	COc1ccc(OCCC(=O)OCC(=O)NCc2ccccc2OC)cc1	22	9	2	4	1
9	CCOC(=O)c1c(CN(CC)CC)n(-c2ccccc2)c2ccc(O)cc12	-4	-2	5	-7	0
10	COC(=O)C1=C(C)NC(C)=C(C(=O)O[C@@H]2CCCN(Cc3ccccc3)C2)[C@@H]1c1cccc([N+](=O)[O-])c1	4	-12	6	1	-9
11	CC(C)CC(=O)NC(c1ccccc1Cl)c1c(O)ccc2ccccc12 (stereo unspecified)	-8	17	0	1	-10
12	Cc1ccc(C)c(N2CCN(C(=O)c3ccc(CSc4nc5ccncc5[nH]4)cc3)CC2)c1	7	2	12	11	-1
13	CCOc1ccc(CN(C)C(=O)NNC(=O)c2ccc(C)cc2)cc1OC	-1	5	-13	-5	1
14	Cc1ccccc1CN1CCN(CC2CC3C=CC2C3)CC1 (stereo unspecified)	8	5	-2	-8	-4
15	COc1ccc(-c2cc(C(=O)N3CC(C)CC(C)C3)c3ccccc3n2)cc1 (stereo unspecified)	1	2	-13	-17	-1

cpd	LYPLA2 inh	PREPL inh	PAFAH1B2 inh	PAFAH2 FP inh
1	1	-3	3	-3
2	-1	-5	-2	-5
3	1	-3	10	3
4	3	1	9	5
5	0	-14	-3	2
6	-1	6	-4	1
7	-1	0	6	5
8	0	-1	3	-2
9	-8	11	-1	-4
10	-14	1	0	-15
11	-6	5	5	1
12	0	-12	-2	5
13	4	6	3	-3
14	1	0	5	1
15	-1	4	3	1

Next part:
cpd	canonical_smiles	pPAFAH inh	PAFAH1B3 inh	ZTA counter	EBNA-1 inhibitor	LYPLA1 inh
16	O=c1c(Cc2ccc(F)cc2)c(O)ccn1C1CCCCC1	6	14	19	6	0
17	CC(C)CNC(=O)c1ccc(COc2ccc(Cl)cc2Cl)o1	5	-12	-7	1	-3
18	Nn1c(SC/C=C/c2ccccc2)nnc1-c1cccnc1	0	3	0	6	-1
19	Cc1ccc(-n2nc3c(=O)n(CCCC(=O)NCCc4ccccc4C)nc(C)c3c2C)cc1	1	0	4	4	-1
20	CCOc1ccc(NS(=O)(=O)c2c(C(=O)N3CCCCCC3)c(C)n(C)c2C)cc1	1	4	-13	-1	-3
21	Cn1ncc(Br)c1NC(=O)c1cc(Cl)cc(Cl)c1	4	5	-19	-2	2
22	Cc1nc(=O)c(-c2ccccc2)c(C)n1-c1cccc(C(=O)O)c1	-3	9	12	-6	1
23	CN(Cc1cc2ccccc2[nH]c1=O)S(=O)(=O)c1ccccc1	5	6	-11	0	0
24	Cc1nn(Cc2cccc(C(=O)NC(C)c3ccc(C(C)(C)C)cc3)c2)c(C)c1[N+](=O)[O-] (stereo unspecified)	2	-6	-13	-6	-9
25	COc1ccc(CNC(=O)C(OC(=O)c2ccco2)c2ccc(F)cc2)cc1 (stereo unspecified)	6	-1	2	-9	-1
26	O=C(N/N=C/c1cccs1)[C@H]1C[C@@H]1c1ccccc1	-1	2	2	-4	-3
27	O=C(COC(=O)COc1ccccc1[N+](=O)[O-])Nc1ccc(S(=O)(=O)N2CCCCC2)cc1	9	9	9	7	-1
28	Cc1ccc(OCCCC(=O)NNC(=O)c2ccccn2)cc1	6	-1	/	/	/
29	COc1ccccc1NC(=O)/C(=C/c1cccs1)NC(=O)c1ccco1	5	/	5	1	-2
30	CCCCOc1ccc(NC(=O)CSc2cccc3cccnc23)cc1	-3	0	12	14	-5

cpd	LYPLA2 inh	PREPL inh	PAFAH1B2 inh	PAFAH2 FP inh
16	-3	8	6	2
17	-2	31	2	-3
18	-3	-1	-3	-2
19	-5	7	2	1
20	-5	6	0	4
21	-1	-5	4	-5
22	4	6	0	7
23	1	-4	0	14
24	-11	7	-5	-11
25	-4	-1	3	-1
26	-2	-8	5	6
27	9	-1	5	3
28	/	13	9	5
29	3	-6	/	/
30	-5	2	-4	-3

A draw from above in order of molar mass, largest number first.
cpd	canonical_smiles	pPAFAH inh	PAFAH1B3 inh	ZTA counter	EBNA-1 inhibitor	LYPLA1 inh
19	Cc1ccc(-n2nc3c(=O)n(CCCC(=O)NCCc4ccccc4C)nc(C)c3c2C)cc1	1	0	4	4	-1
24	Cc1nn(Cc2cccc(C(=O)NC(C)c3ccc(C(C)(C)C)cc3)c2)c(C)c1[N+](=O)[O-] (stereo unspecified)	2	-6	-13	-6	-9
25	COc1ccc(CNC(=O)C(OC(=O)c2ccco2)c2ccc(F)cc2)cc1 (stereo unspecified)	6	-1	2	-9	-1
29	COc1ccccc1NC(=O)/C(=C/c1cccs1)NC(=O)c1ccco1	5	/	5	1	-2
21	Cn1ncc(Br)c1NC(=O)c1cc(Cl)cc(Cl)c1	4	5	-19	-2	2
23	CN(Cc1cc2ccccc2[nH]c1=O)S(=O)(=O)c1ccccc1	5	6	-11	0	0
16	O=c1c(Cc2ccc(F)cc2)c(O)ccn1C1CCCCC1	6	14	19	6	0
26	O=C(N/N=C/c1cccs1)[C@H]1C[C@@H]1c1ccccc1	-1	2	2	-4	-3

cpd	LYPLA2 inh	PREPL inh	PAFAH1B2 inh	PAFAH2 FP inh
19	-5	7	2	1
24	-11	7	-5	-11
25	-4	-1	3	-1
29	3	-6	/	/
21	-1	-5	4	-5
23	1	-4	0	14
16	-3	8	6	2
26	-2	-8	5	6

(more compounds)
cpd	canonical_smiles	pPAFAH inh	PAFAH1B3 inh	ZTA counter	EBNA-1 inhibitor	LYPLA1 inh
31	COc1ccc(C)cc1NC(=O)CSc1ccc(-c2cccnc2)nn1	-1	4	3	2	1
32	CCOc1ccc(S(=O)(=O)N2CCN(C(=O)Cc3ccc(S(=O)(=O)N4CCOCC4)s3)CC2)cc1	-7	-3	-8	0	-8
33	COC(=O)/C(=C\C(=O)c1ccccc1)Nc1ccc(OC)cc1	2	3	2	-11	2
34	Cc1c(OCC(=O)C(C)(C)C)ccc2c3c(c(=O)oc12)CCCC3	9	1	-4	-7	5
35	N#Cc1nc(COc2ccccc2)oc1N1CCOCC1	2	5	2	8	0
36	COC(=O)CCS(=O)(=O)c1ccc(NC(C)=O)cc1	-8	13	0	-19	-2
37	Cc1cc(C)nc(NS(=O)(=O)c2ccc(NC(=S)NC(=O)C3CCCC3)cc2)n1	0	4	-3	-13	0
38	CC(O)c1cc2c(s1)c1cnn(Cc3ccccc3F)c(=O)c1n2C (stereo unspecified)	-1	13	/	/	/
39	CCCCCCSc1ccc(-c2nc3ccc(C)cn3c2NC2CCCCC2)cc1	6	11	-1	0	-3
40	CCc1[nH]nc(C(=O)N2CCCC(C(=O)c3cccc(C(F)(F)F)c3)C2)c1C (stereo unspecified)	3	0	-6	5	-1
41	C=C[C@H]1C(O[C@@H]2O[C@H](CO)[C@@H](O)[C@H](O)[C@H]2O)OC=C2C(=O)N3CCc4cc(OC)c(O)cc4[C@H]3C[C@H]21 (stereo partly specified)	2	11	/	/	/
42	CCOC(=O)N1CCN(S(=O)(=O)N2CCCC(C(=O)NCc3ccc(OC)cc3OC)C2)CC1 (stereo unspecified)	1	4	6	-4	-5
43	Cc1cc(C)n2nc(C(=O)N/N=C/C=C/c3ccccc3)nc2n1	2	/	3	1	2
44	O=C(CSc1nnc(-c2ccccc2F)o1)NC(=O)Cc1ccccc1	-1	8	-15	/	0
45	O=C(C1CCCN(S(=O)(=O)c2cccnc2)C1)N1CCN(c2ccccn2)CC1 (stereo unspecified)	5	8	3	0	-1

cpd	LYPLA2 inh	PREPL inh	PAFAH1B2 inh	PAFAH2 FP inh
31	-4	-16	2	-1
32	-8	8	7	4
33	1	15	8	1
34	10	4	2	18
35	5	-8	9	-7
36	-5	2	-3	1
37	1	9	-6	-4
38	/	3	1	0
39	-5	-2	-3	-10
40	3	19	1	-6
41	/	3	-3	4
42	-3	-7	0	-2
43	7	18	/	/
44	6	17	1	5
45	-2	8	3	-2

Next compounds
cpd	canonical_smiles	pPAFAH inh	PAFAH1B3 inh	ZTA counter	EBNA-1 inhibitor	LYPLA1 inh
46	Cc1ccccc1C1NC(c2ccccc2C)C(C)C(=O)C1C (stereo unspecified)	11	9	12	-12	2
47	CNC(=O)NC1CCCCc2sccc21 (stereo unspecified)	2	10	0	11	3
48	CC(C)[C@H](NS(=O)(=O)c1ccc2c(c1)OCCO2)C(=O)OCC(=O)Nc1ccccc1	2	4	-1	-7	-2
49	Cc1cccc(NC(=O)CSc2nc3c(oc4ccccc43)c(=O)n2-c2ccccc2)c1	-12	-2	-7	3	-6
50	COc1ccc(/C=C2/SC(=S)NC2=O)cc1OCc1ccccc1	11	17	20	18	-4
51	C/C(N)=C(/C#N)C(=O)COC(=O)Cc1coc2cc(C)ccc12	13	-3	-5	0	3
52	Cc1ccc(C(=O)N/C(=C\c2ccc(-c3cccc([N+](=O)[O-])c3)o2)C(=O)NCCCN(C)C)cc1	2	10	-18	-8	7
53	CCN(CC)S(=O)(=O)N1CCC(C(=O)NCC2COc3ccccc3O2)CC1 (stereo unspecified)	5	4	-5	7	1
54	COc1cc(/C=N/NC(=O)CSc2nc3ccccc3n2C)cc(OC)c1OC	5	8	6	3	2
55	CN1CCN(C(=S)Nc2cc([N+](=O)[O-])ccc2Cl)CC1	11	-4	5	-3	-1
56	Cc1ccc(SCCN)cc1C	3	1	5	-3	4
57	CCCCNS(=O)(=O)c1ccc2nc(SCC(=O)c3ccc(C#N)cc3)[nH]c2c1	0	7	-19	-12	-3
58	CCSc1nc2ccccc2n1S(=O)(=O)c1ccccc1	0	0	-14	1	0
59	COc1ccc(N2C(=O)CC(NC34CC5CC(CC(C5)C3)C4)C2=O)c(OC)c1 (stereo unspecified)	3	12	12	7	0
60	CN1C(C(=O)Nc2ccc(OC(F)(F)F)cc2)=CC(c2ccco2)=NS1(=O)=O	4	-2	12	-1	-4

cpd	LYPLA2 inh	PREPL inh	PAFAH1B2 inh	PAFAH2 FP inh
46	-2	0	3	-2
47	2	11	4	-4
48	-6	5	1	10
49	-25	-1	-6	-22
50	-6	-2	9	12
51	6	12	3	1
52	2	4	3	2
53	-1	2	4	-2
54	3	6	3	2
55	2	-4	0	-3
56	5	7	0	-6
57	3	-6	1	-2
58	3	-1	3	-1
59	5	6	3	-2
60	-8	3	2	-2

These rows are one share of the data; rates above refer to the full screens.
